TAG inh: inhibitors of triacylglycerol accumulation; 230,000 tested, 0.66% active; H9c2 cells, Nile Red lipid (TAG) fluorescence; cells loaded with 200 µM oleic acid; AID 651582; inhibition, % at 12.5 µM;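 active means pattern-corrected inhibition of lipid staining of at least 50% with the nuclear-stain viability signal not falling by more than 50%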;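 further: 0% = DMSO wells and 100% = triacsin C control wells; some results filed as inactive read as strong as hits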
TAG inh DAPI viability: further read-out of TAG inh, marked with its call; DAPI nuclei signal change (viability), lower = more cytotoxic, %;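 whole-well DAPI fluorescence read on a plate reader as a viability signal; minus 50 percent equals half of cells still viable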
Active calls of the source: *; i = inactive. Only part of the results is shown; the hit share may differ from the screen's.

Each structure is followed by: TAG inh, TAG inh DAPI viability
- CC(=O)c1c(C)[nH]c(C(=O)COC(=O)c2ccc(C)s2)c1C
  -35.3, 0.6
- COCCCNC(=O)CC1Oc2ccccc2NC1=O (stereo not given)
  2.3, -3.6
- Cc1ccc(NC(=O)c2cnn(-c3ccccc3)c2NC(=O)c2ccco2)cc1C
  -1.2, -0.3
- Cc1ccc(S(=O)(=O)c2nnn(-c3cccc(F)c3)c2N)cc1
  -21.4, 3.6
- COC(=O)c1ccc(Oc2cc(C)nc(NCc3ccccc3)n2)cc1
  -32.3, -10.9
- CC(=O)C[C@@H](O)CC(=O)[C@@H]1OC(=O)[C@@H](C)CCCCc2ccccc21
  0.8, -0.4
- Cc1cccc(C)c1NC(=S)N/N=C1\CC2CC=CC12 (stereo not given)
  -0.7, 0.0
- COc1ccc(NC(=O)N(C)C[C@H]2Oc3ccc(NC(=O)CCN4CCOCC4)cc3C(=O)N([C@@H](C)CO)C[C@H]2C)cc1
  -16.1, -3.2
- COC(=O)c1cc(S(=O)(=O)N2CCN(c3cccc(Cl)c3)CC2)c[nH]1
  -19.5, 1.9
- C/C(=N/NC(=O)CC1N=C(Cc2ccccc2)NNC1=O)c1cccnc1 (stereo not given)
  -0.3, 7.9
- O=C(Nc1ccc(S(=O)(=O)N2CCOCC2)cc1)c1ccc2c(c1)S(=O)(=O)c1ccccc1C2=O
  17.1, -9.2
- CCOC(=O)N1CCC(NC(=O)c2ccccc2C(=O)O)CC1
  8.5, 9.6
- CCc1cc(S(N)(=O)=O)cc(CC)c1NC(C)=O
  -3.2, 5.9
- Cc1ccc([C@H]2C[C@H](O)[C@@H](n3cc(-c4ccc(F)cc4)nn3)CN2Cc2cccs2)cc1
  24.4, -24.7
- CCNC(=O)c1cc2c(=O)n3cccc(C)c3nc2n(CCc2ccccc2)c1=N
  40.5, i
- O=C(O)Cc1sc(Nc2cccc3ccccc23)nc1-c1ccccc1
  -8.6, -1.5
- NC(Cc1ccc(Cl)cc1)c1csc(Nc2ccc(C(F)(F)F)cn2)n1 (stereo not given)
  19.2, -0.8
- CCOc1ncccc1C(=O)OCCN1C(=O)c2ccccc2C1=O
  2.5, 2.9
- Cn1c(=O)c2c(nc(SCc3nn[nH]n3)n2Cc2ccccc2F)n(C)c1=O
  12.8, -3.8
- O=C1CCCC/C1=C/NCc1ccccc1
  -3.2, -6.5
- O=C(NCc1cccc2ccccc12)c1cccs1
  12.7, 3.1
- Cc1ccc(NC(=O)Cn2nnc3ccccc3c2=O)cc1C
  11.3, -3.6
- CC(=O)N1CCCN(Cc2cn(-c3ccc(C)cc3)nc2-c2cccc(C)c2)CC1
  -1.9, 28.3
- COc1ccsc1C(=O)Nc1ccc(F)cc1F
  -3.8, 0.3
- Cc1nc2sccn2c(=O)c1S(=O)(=O)Nc1ccc(N2CCN(C)CC2)cc1
  -1.4, 0.2
- O=C(O)c1cccc(NC(=O)c2ccccc2)c1
  8.3, -6.9
- O=C(NCC(=O)N1CCCC(C(F)(F)F)C1)c1ccco1 (stereo not given)
  2.6, -2.1
- COc1cccc2c(=O)n(CC(=O)Nc3cccc(F)c3)ccc12
  8.7, -3.5
- CCOC(=O)C1=C(O)/C(=C/c2ccc(-c3ccccc3C(=O)O)o2)SC1=Nc1ccc(OC)cc1
  5.5, 2.4
- CCCn1c(SCC(=O)NCC(=O)Nc2ccc(F)c(F)c2F)nc2ccccc2c1=O
  16.5, -10.9
- Nc1cc(S(=O)(=O)N2CCCCC2)ccc1N1CCOCC1
  -8.9, 9.3
- COc1ccccc1-n1cnnc1SCC(=O)NC1CCCCC1
  -1.7, -3.0
- Cn1cnnc1SCC(=O)c1ccc(O)c(O)c1
  -0.6, -6.6
- CCOC(=O)c1c(NC(=O)COC(=O)c2ccc(O)cc2)sc(C(=O)N(C)C)c1C
  -8.2, 3.7
- Cc1c(C(=O)OCC(=O)NCC2CCCO2)oc2ccccc12 (stereo not given)
  -14.2, -3.3
- O=C(O)c1cc(S(=O)(=O)NCCCN2CCCC2=O)ccc1Cl
  -8.1, 0.3
- Cc1ccc(Nc2nnc(SCn3nnc4ccccc4c3=O)s2)cc1
  -33.1, 11.4
- CCOC(=O)Cn1c(=O)c2c(nc(N3CCCCC3)n2Cc2ccccc2)n(C)c1=O
  -0.6, -18.1
- COc1ccc([N+](=O)[O-])cc1NC(=S)NC(=O)C(C)(C)C
  -11.6, -1.3
- COc1nc(-c2ccccc2)cc(-c2ccc3c(c2)OCO3)c1C#N
  13.7, 6.9
- CCc1noc(C)c1C(=O)OC(C)C(=O)Nc1cc([N+](=O)[O-])ccc1OC (stereo not given)
  -3.3, -2.7
- Cc1ccccc1C(=O)NCC(=O)NNC(=O)c1cccc(Cl)c1
  21.4, -1.7
- COc1cc2sc(-c3ccc(S(C)(=O)=O)cc3)c(C#CCO)c2cc1OC
  -11.8, 9.4
- Cc1ccc(-c2nc(CC(=O)Nc3cccc(S(=O)(=O)NC4=NCCC4)c3)cs2)cc1
  -4.2, -2.2
- O=C(NC1CC1)C1=C[C@H](c2ccc(C(F)(F)F)cc2)C[C@H](OCCCCO)O1
  -10.5, 1.6
- CCCCN1C[C@H](Cc2ccccc2)[C@@H](CC(=O)NC)C1=O
  1.1, 2.6
- Cc1cc(C)nc(-n2ncc3c2CC(c2cccc(Cl)c2)CC3=O)n1 (stereo not given)
  7.9, -6.1
- C[C@@H]1CN([C@H](C)CO)C(=O)c2cc(Br)cnc2O[C@@H]1CN(C)C(=O)NC1CCCC1
  -2.5, 3.4
- COc1ccc(N2CCN(c3cc(C)c4ccc(C)cc4n3)CC2)cc1
  -9.5, 2.5
- COc1ccc(CNC(=S)Nc2cc(C)cc(C)c2)cc1
  -58.7, 5.3
- COc1ccc(CC(N)c2csc(NC(=O)Nc3ccc(F)cc3)n2)cc1 (stereo not given)
  30.1, -10.0
- NC(=O)c1ccc(NC(=O)COC(=O)c2ccc3c(c2)OCO3)cc1
  1.0, -0.9
- CC(=O)c1ccc(NC(=S)NCCc2ccccn2)cc1
  0.1, 6.8
- C=CCOc1ccc(CNc2ccc3[nH]c(=O)[nH]c3c2)cc1OCC
  -6.2, 1.2
- O=Cc1ccc(C(=O)OCC(=O)NCc2ccco2)cc1
  8.8, -5.7
- COc1ccc(/C=C(\NC(=O)c2ccccc2)C(=O)OCC2CCCN3CCCCC23)cc1OC (stereo not given)
  11.2, 5.0
- COc1ccc(N(Cc2cc3cc(OC)ccc3[nH]c2=O)C(=O)C2CCCO2)cc1 (stereo not given)
  -9.2, -2.1
- O=C(O)C1Oc2ccccc2C1c1ccccc1 (stereo not given)
  7.3, 9.7
- Cn1c(CNC(=O)c2ccco2)nnc1SCC(=O)Nc1cccc(Br)c1
  6.6, -13.4
- O=C(Nc1cccc(F)c1)Nc1ccc2c(c1)C(=O)OC2
  0.5, 1.6

New compounds follow
Each structure is followed by: TAG inh, TAG inh DAPI viability
- O=C(N/N=C/c1cc([N+](=O)[O-])c(N2CCOCC2)cc1N1CCOCC1)c1cccnc1
  8.0, -7.9
- COc1ccc(-c2cc(=O)c3c(O)cc(O)cc3o2)cc1
  -18.2, 9.0
- CCOc1ccc(NC(=O)C(=O)NCc2ccncc2)cc1
  1.5, -13.3
- COc1ccccc1NC(=O)CSc1nnc(Cc2cccn2C)n1-c1ccc(F)cc1
  14.8, -11.3
- O=C(Nc1ncc([N+](=O)[O-])s1)c1ccccc1Br
  -4.1, 4.1
- COc1ccc(OC)c(S(=O)(=O)NC2CC(=O)N(c3cccc(F)c3)C2)c1 (stereo not given)
  7.2, 2.6
- Cc1c(NS(=O)(=O)c2cccc(C(=O)NCc3ccccc3Cl)c2)c(=O)n(-c2ccccc2)n1C
  5.1, -8.3
- CCN(C(=O)COC(=O)CNC(=O)C12CC3CC(CC(C3)C1)C2)C1CCS(=O)(=O)C1 (stereo not given)
  -14.7, -2.7
- O=C(O)c1c[nH]c(=O)c2ccccc12
  -12.4, 5.5
- Cc1cccc(CSC2=CS(=O)(=O)c3ccccc3N2)c1
  5.4, 0.5
- O=C(O)CCCC(=O)N(Cc1ccccc1)Cc1ccccc1
  -37.3, 8.8
- COc1cc(C(CCN2CCCCC2)c2c(OC)cc(OC)c3c(C)cc(=O)oc23)cc(OC)c1OC (stereo not given)
  -5.9, 5.6
- CC(C)Oc1ccc(C(=O)N2CCCc3ccccc32)cc1
  14.5, 5.3
- C#CCN(C[C@H]1[C@H](OC(=O)NC2CC2)[C@H](OC(=O)NC2CC2)C[C@@H](C(=O)OC)[C@H]1C(=O)OC)S(=O)(=O)c1ccc(C)cc1
  10.7, -8.9
- Oc1ccc(Br)cc1CNc1ccccn1
  -0.4, 3.2
- C=CCOC(=O)C1=C(C)NC2(O)c3ccccc3C(=O)C12O (stereo not given)
  -4.6, 2.7
- Cc1ccc(N2CCN(C(=S)c3ccc(-c4ccccc4[N+](=O)[O-])o3)CC2)cc1
  1.3, -4.0
- Cc1cc2nc(N3CCN(C(=O)c4ccco4)CC3)sc2cc1C
  -17.6, -8.3
- Cc1ccc(NC(=O)c2oc3ccc(Br)cc3c2C)cc1S(=O)(=O)N1CCOCC1
  16.1, -2.9
- COc1ccc(C(=O)Nc2ccc(Cl)cn2)cc1S(=O)(=O)N1CCCC1
  -26.7, -5.8
- CCC1(C)NC(=O)N(CC(=O)N2CCN(c3cccc(Cl)c3)CC2)C1=O (stereo not given)
  11.5, -2.9
- COc1ccc(S(=O)(=O)NCc2ccc3c(c2)cc(C)n3C)cc1
  1.7, 5.4
- CC1CCCN(CCC(=O)Nc2ccc(F)c(F)c2)C1 (stereo not given)
  -2.1, -1.7
- CC(=O)N(CCC(c1ccccc1)c1ccco1)Cc1cccs1 (stereo not given)
  -6.1, 3.8
- CSc1ccc(CN2CCC2(C)C(=O)NC2CCc3ccccc32)cc1 (stereo not given)
  -0.8, 3.3
- COc1ccc(OC)c(NC(=O)CSc2nncc(=O)n2N)c1
  -16.4, 8.1
- Cc1ccc(SCc2c(C(=O)N/N=C/c3ccco3)nnn2-c2nonc2N)cc1
  -3.0, -1.7
- O=C(N/N=C/c1ccco1)c1ccn[nH]1
  7.8, 7.2
- CC(C)(C)OC(=O)NCCNC(=O)c1cccs1
  1.1, -5.9
- O=C(CSc1nc(Nc2ccccc2)nc(N2CCOCC2)n1)NC1CCCCC1
  21.5, -4.3

Already shown: 2 of the compounds above.
Each structure is followed by: TAG inh, TAG inh DAPI viability
- CC(C)(C)OC(=O)NCCNC(=O)c1cccs1
  1.1, -5.9
- O=C(CSc1nc(Nc2ccccc2)nc(N2CCOCC2)n1)NC1CCCCC1
  21.5, -4.3

More records
Each structure is followed by: TAG inh, TAG inh DAPI viability
- Cc1ccc(S(=O)(=O)Nc2cc(=O)[nH]c(SCC(=O)Nc3ccccc3Cl)n2)cc1
  -1.2, 8.1
- CC(C)(CO)NS(=O)(=O)c1ccc2c(c1)Cc1cc(S(=O)(=O)NC(C)(C)CO)ccc1-2
  -8.3, 0.2
- Cc1ccc(NC(=O)c2ccc(OC(=O)c3cc4ccccc4o3)cc2)cc1
  -0.3, 7.2
- O=C(C1=C[C@@H](c2csc3ccccc23)C[C@@H](OCc2ccc(CO)cc2)O1)N1CCOCC1
  -9.3, -3.4
- O=C(c1cccc(N2CCCC2=O)c1)N1CCOCC1
  1.6, -4.3
- CC1CC(C)CN(S(=O)(=O)c2ccc(NC(=O)[C@@H]3CCCN3C(=O)c3cccs3)cc2)C1 (stereo not given in full)
  15.4, 6.3
- COc1ccc(C(=O)NC2CC2)cc1OC1CCN(Cc2ccc(F)cc2F)CC1
  -8.2, 5.0
- Cc1ccc(O)c(N=Nc2nccs2)c1
  0.4, -12.2
- CC(C)OP(=O)(OC(C)C)C1(O)C(=O)Nc2ccccc21 (stereo not given)
  0.1, 1.8
- Cc1ccccc1NC(=O)Cn1c(CCC(=O)O)ccc1-c1cccs1
  -8.2, -2.8
- CCOc1ccc(OCC)c(NC(=O)CCCN2C(=O)c3cccnc3C2=O)c1
  -9.0, -1.8
- Cc1nc(N2CCN(C(=O)c3ccco3)CC2)[nH]c(=O)c1C
  -3.1, 4.9
- Clc1cc2nc[nH]c2cc1Cl
  1.0, -3.4
- CN(C)C(C)(C)C#CC(O)(c1ccccc1)c1ccccc1
  -10.4, -1.8
- CCOc1ccc(CCN2C(=S)N([C@@H](CC(C)C)CN3CCCC3CN3C(=S)NC[C@@H]3Cc3ccc(O)cc3)C[C@@H]2Cc2ccc(O)cc2)cc1 (stereo not given in full)
  105.3, -77.8
- Cc1cc([N+](=O)[O-])nn1CCCC(=O)Nc1cc(Cl)ccc1Cl
  -2.7, -2.5
- CCC(Oc1ccc(Br)cc1)C(=O)N1CCN(c2ncccn2)CC1 (stereo not given)
  -10.2, -7.8
- CCOc1ccc(C(=O)NC(=S)Nc2cc(C)ccn2)cc1[N+](=O)[O-]
  4.9, 2.9
- CCCc1cc(-c2n[nH]c(=S)n2-c2cccc(C)c2)cs1
  1.7, 0.7
- Cc1ccc(-c2nc3[nH]c(=O)cc(NC(=O)c4cccs4)n3n2)cc1
  18.2, -8.0
- COc1cc2c(cc1NC(=O)CSc1nnc(Cc3cccs3)n1C)oc1ccccc12
  -5.6, -5.2
- COc1cccc(-c2nn(C)c3sc(C(=O)Nc4ccc5c(c4)OCCO5)cc23)c1
  37.8, -1.2
- CN(C1CCCCC1)S(=O)(=O)c1ccc2[nH]c(=O)oc2c1
  21.4, -4.9
- C=CCN(CC=C)S(=O)(=O)c1ccc(C(=O)Nc2nnc(CSC)o2)cc1
  14.2, -8.1

One compound at a time (already shown). Screens in order: TAG inh	TAG inh DAPI viability
CSc1ccc(CN2CCC2(C)C(=O)NC2CCc3ccccc32)cc1 (stereo not given) across the screens: -0.8	3.3
COc1ccccc1-n1cnnc1SCC(=O)NC1CCCCC1 across the screens: -1.7	-3.0
CCCc1cc(-c2n[nH]c(=S)n2-c2cccc(C)c2)cs1 across the screens: 1.7	0.7
